M1 PAM = human M1 muscarinic receptor positive allosteric modulators, primary screen, CHO-K1 cells, Fluo-8 calcium fluorescence, 1536-well | Muscarinic acetylcholine receptor M1 (Homo sapiens), P11229 | CHO-K1 hM1, ACh EC20; 0% = ACh EC20, 100% = maximal ACh | activation, % at 3 µM | actives 0.088% (n = 360,000) | AID 588819, 2011; in the data active means activation above about 19%, passing the limit was not always enough
Target sequence (P11229 whole entry, looked up): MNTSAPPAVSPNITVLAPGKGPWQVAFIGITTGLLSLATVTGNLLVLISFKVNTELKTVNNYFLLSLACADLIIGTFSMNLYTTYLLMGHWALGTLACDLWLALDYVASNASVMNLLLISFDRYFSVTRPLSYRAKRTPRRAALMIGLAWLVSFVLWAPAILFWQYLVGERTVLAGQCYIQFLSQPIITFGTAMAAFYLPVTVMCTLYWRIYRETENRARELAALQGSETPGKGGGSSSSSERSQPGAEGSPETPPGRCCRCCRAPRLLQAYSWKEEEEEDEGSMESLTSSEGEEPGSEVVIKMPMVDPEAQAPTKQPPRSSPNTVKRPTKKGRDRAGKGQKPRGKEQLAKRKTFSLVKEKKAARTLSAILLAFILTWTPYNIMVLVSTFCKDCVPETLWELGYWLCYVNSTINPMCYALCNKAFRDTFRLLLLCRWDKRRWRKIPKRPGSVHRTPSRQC
M1 PAM parental = nonselective calcium activators in parental CHO-K1 cells, primary screen, counter-screen for M1 PAM project, cell-based, Fluo-8 calcium fluorescence, full deck, 1536-well; ATP EC20; 0% at ATP EC20, 100% at ATP max; activation, % at 3 µM; actives 0.02% (n = 360,000);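 active means activation above the run cutoff, the mean activation of all test compounds plus 3 SD, cut at about 40% in these data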;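 further: peak over basal fluorescence ratio in a 140 s read after ATP addition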
M1 ag = human M1 muscarinic receptor agonists, primary screen, Fluo-8 calcium fluorescence, CHO-K1 cells, HTS; AID 588814, 2011; CHO-K1 hM1, agonist mode; 0% DMSO, 100% acetylcholine EC100; actives 0.33% (n = 360,000); activation, % at 3 µM;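 active means activation above the run's mean compound activation plus 3 SD, cut at about 16% in these data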;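 further: peak over basal fluorescence ratio within a 140 s kinetic read after compound addition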
M1 antag = human M1 muscarinic receptor antagonists, primary screen, CHO-K1 cells, Fluo-8 calcium fluorescence, 1536-well; actives 1.3% (n = 360,000); CHO-K1 hM1, ACh EC80 antagonist; inhibition, % at 3 µM; AID 588852, 2011; Muscarinic acetylcholine receptor M1 (Homo sapiens), P11229;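 active means percent inhibition above its own plate's cutoff, namely the mean of that plate's compound wells plus 3 SD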;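 further: peak over basal fluorescence ratio during 140 s after agonist addition; 0% = ACh EC80 plus DMSO and 100% = DMSO alone without agonist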
TAAR1 agonist = human TAAR1 agonists, primary screen, Fluo-8 calcium fluorescence, CHO RD-HGA16 cells | vehicle wells 0%, saturating PEA agonist 100% | activation, % at 3 µM | actives 0.99% (n = 360,000) | AID 624467, 2012;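 active means activation above the mean activation of all test compounds in the run plus 3 SD, cut at about 38% in these data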
Target sequence (Q96RJ0 whole entry, looked up): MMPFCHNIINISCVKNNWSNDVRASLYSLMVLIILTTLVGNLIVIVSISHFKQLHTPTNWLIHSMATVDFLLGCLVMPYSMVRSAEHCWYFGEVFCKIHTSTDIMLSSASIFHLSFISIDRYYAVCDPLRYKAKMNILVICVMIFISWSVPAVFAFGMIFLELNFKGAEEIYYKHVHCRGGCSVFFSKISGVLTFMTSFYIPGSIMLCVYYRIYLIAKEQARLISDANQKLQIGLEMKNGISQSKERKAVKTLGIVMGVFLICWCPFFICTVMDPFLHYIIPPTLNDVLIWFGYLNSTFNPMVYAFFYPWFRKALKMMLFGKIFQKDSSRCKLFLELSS
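System: CHO-derived RD-HGA16 cells with stable Gα16 and human TAAR1 / Times: 17-24 h plating, Fluo-8 75 min 37 °C, 30 min RT / Technique: calcium-sensitive Fluo-8 signal, excitation 470-495, emission 515-575 nm / Measure: % activation relative to PEA EC100 response / Benchmarks: DMSO and PEA EC100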
CHO-K1 Ca ag = counter-screen for M1 agonists: effect in parental CHO-K1 cells | activation, % at 3 µM | Fluo-8 calcium fluorescence; scaled to maximal ATP response, vehicle zero | actives 0.48% (n = 360,000) | AID 602248, 2012; in the data active means activation above about 15%;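 further: untransfected CHO-K1 host cells lacking M1 receptor as counterscreen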
CHO parental Ca = ATP-evoked calcium signal inhibitors, parental CHO, primary screen, counter-screen for OX1R antagonist project, cell-based, fluorescence, Fluo-8 calcium dye; parental CHO-K1, ATP-induced calcium, Fluo-8 fluorescence; inhibition, % at 5.6 µM; actives 0.63% (n = 330,000);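 active means inhibition above that plate's mean sample inhibition plus 3 SD, cut at about 26% in these data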;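 further: 0% = ATP-challenged DMSO wells and 100% = DMSO wells without ATP; some compounds past the cut are filed as inactive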
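material = parental CHO cells | also added = ATP as calcium-mobilizing challenge | dosing = single point at 5.6 µM | detection = intracellular calcium via Fluo-8 no-wash fluorescent dye | read-out = % inhibition | benchmarks = low control ATP plus DMSO, high control DMSO only | repeats = one well per compound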
TAAR1 antagonist = human TAAR1 antagonists, primary screen, Fluo-8 calcium fluorescence, CHO RD-HGA16 cells. antagonist. inhibition, % at 3 µM. actives 1.5% (n = 360,000). AID 624466, 2012;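 active means inhibition above a per-plate cutoff, the mean inhibition of test compounds on that plate plus 3 SD, cut at about 49% in these data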;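 further: 0% = DMSO plus EC80 beta-PEA response and 100% = DMSO alone without agonist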
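System: RD-HGA16 CHO cells with stable hTAAR1 and Gα16 | Probe or stimulus: EC80 β-phenethylamine stimulus | Dosing: 3 µM, single point | Times: Dye loading 75 min at 37 °C, then 30 min room temperature | Measured by: Fluo-8 calcium-sensitive fluorescence | Read-out basis: % inhibition of agonist calcium response | Replicates: n of 1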
CHO-K1 Ca antag = counter-screen for M1 antagonists: effect in parental CHO-K1 cells. ATP-induced calcium, Fluo-8 fluorescence. inhibition, % at 3 µM. actives 0.6% (n = 360,000). AID 602250;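 active means inhibition above a per-plate cutoff, the plate's mean sample inhibition plus 3 SD, cut at about 24% in these data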;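 further: 0% = DMSO plus EC80 ATP and 100% = DMSO alone without ATP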
* = called active by the depositor; / = no result given.

SMILES	M1 PAM	M1 PAM parental	M1 ag	M1 antag	TAAR1 agonist	CHO-K1 Ca ag	CHO parental Ca	TAAR1 antagonist	CHO-K1 Ca antag
CCOC(=O)N1CCN(C(=O)c2cc3c(-c4ccc(Cl)cc4)nn(C)c3s2)CC1	6	4	-4	-9	0	0.5	-10	-27	18
CC1CCN(CCCCOc2cccc(Br)c2)CC1	-27	15	-12	83*	4	1.2	-4	-16	-7
C=CCN(CC=C)C(=S)Nc1ccc2nsnc2c1	8	20	-8	-4	9	2.2	-7	0	-11
COc1ccc(-n2ncc3c(NCc4ccccn4)ncnc32)cc1	4	-6	-3	5	2	0.7	4	9	-1
Cc1nn(C)cc1S(=O)(=O)N1CCN(Cc2cccc(Cl)c2)CC1	-8	1	-9	9	2	3.3	-10	-1	2
O=C1COc2ccc(C(=O)c3ccccc3C(=O)O)cc2N1	-2	12	-3	6	0	0.4	-8	-5	-2
Nc1ccccc1SCc1ccccc1	1	3	-5	2	2	-0.6	16	-1	-4
COc1ccc(C(=O)NCc2ccccc2OC)c(OC)c1	-4	3	-5	8	9	-0.3	-31	-3	2
Cn1c(=O)c2[nH]c(N3CCOCC3)nc2n(-c2ccccc2)c1=O	8	10	-1	-14	4	0.2	-2	-10	-10
CN(c1ccc(C(=O)O)cc1)S(=O)(=O)c1ccccc1	7	13	-3	-9	5	0.1	-18	-18	-7
CCOC(=O)N1CCC(NC(=O)c2cnn3c2NC(c2ccco2)CC3C(F)(F)F)CC1 (stereo not given)	5	18	-3	-8	10	1.5	-19	-8	-22
COc1cc([N+](=O)[O-])ccc1NC(=O)Oc1ccc(NC(C)=O)cc1	9	17	-2	-10	8	1.2	-4	-20	-10
Fc1ccc(-n2nnc(-c3ccnc4ccccc34)n2)cc1	-4	-14	-6	12	4	-0.7	-14	11	4
CCN1CCN(c2cc(C)c3cc(NC(=S)N4CCN(c5ccccc5F)CC4)ccc3n2)CC1	6	16	-5	-10	2	1.2	-4	-13	-10
CCOc1ccc(S(=O)(=O)Nc2ccc(Cl)cn2)c(C)c1C	3	2	-6	-5	1	1.0	-20	-5	-5
OC(COc1ccc(Cl)cc1Cl)Cn1ccnc1 (stereo not given)	5	14	-4	-4	0	4.5	-17	1	-15
Cn1c(=O)oc2cc(S(=O)(=O)NCCCN3CCCC3=O)ccc21	13	14	-1	-19	1	1.4	-1	-3	-3
CCN1CCN(C(=O)c2ccccc2N(Cc2ccccc2)S(=O)(=O)c2ccc(OC)cc2)CC1	2	17	9	1	4	6.4	-14	-24	1
O=[N+]([O-])c1ccc(/C=N/Nc2ncc(Br)cn2)cc1	5	12	-2	-10	0	1.3	/	-3	-10
O=C1NC(c2ccco2)Nc2sc3c(c21)CCN(Cc1ccccc1)C3 (stereo not given)	-16	7	-5	23	2	6.1	10	-5	-6

Sorted by length of the SMILES (falling): some entries from above.
SMILES	M1 PAM	M1 PAM parental	M1 ag	M1 antag	TAAR1 agonist	CHO-K1 Ca ag	CHO parental Ca	TAAR1 antagonist	CHO-K1 Ca antag
CCN1CCN(C(=O)c2ccccc2N(Cc2ccccc2)S(=O)(=O)c2ccc(OC)cc2)CC1	2	17	9	1	4	6.4	-14	-24	1
COc1cc([N+](=O)[O-])ccc1NC(=O)Oc1ccc(NC(C)=O)cc1	9	17	-2	-10	8	1.2	-4	-20	-10
O=[N+]([O-])c1ccc(/C=N/Nc2ncc(Br)cn2)cc1	5	12	-2	-10	0	1.3	/	-3	-10
CCOc1ccc(S(=O)(=O)Nc2ccc(Cl)cn2)c(C)c1C	3	2	-6	-5	1	1.0	-20	-5	-5

Full records, quoted from the list. Screens in order: M1 PAM	M1 PAM parental	M1 ag	M1 antag	TAAR1 agonist	CHO-K1 Ca ag	CHO parental Ca	TAAR1 antagonist	CHO-K1 Ca antag
CN(c1ccc(C(=O)O)cc1)S(=O)(=O)c1ccccc1 across the screens: 7	13	-3	-9	5	0.1	-18	-18	-7
O=[N+]([O-])c1ccc(/C=N/Nc2ncc(Br)cn2)cc1 across the screens: 5	12	-2	-10	0	1.3	/	-3	-10
COc1ccc(-n2ncc3c(NCc4ccccn4)ncnc32)cc1 across the screens: 4	-6	-3	5	2	0.7	4	9	-1

(continued)
SMILES	M1 PAM	M1 PAM parental	M1 ag	M1 antag	TAAR1 agonist	CHO-K1 Ca ag	CHO parental Ca	TAAR1 antagonist	CHO-K1 Ca antag
COc1ccc(NC(=O)CN(C)CC(=O)N(C)C2(C#N)CCC(C)CC2)cc1 (stereo not given)	10	18	-1	-7	2	0.3	1	-8	-17
Cc1cc(C(=O)NNC(=S)NCC(C)C)cs1	15	28	-4	-9	2	0.3	-9	-5	-13
c1ccc2c(OCCCN3CCCCCC3)cccc2c1	3	7	-7	-7	4	0.0	-7	-17	-4
Cc1cccn2c(=O)c3cc(C(=O)NCc4ccccc4)c(=N)n(CCCN4CCOCC4)c3nc12	-2	11	-3	-7	0	-0.1	/	-21	-8
Cc1cc(C(=O)N2CCN(C(c3ccccc3)c3ccccc3)CC2)on1	-25	9	-13	13	-1	-0.5	-7	-25	-9
CCOc1ccc2[nH]cc(C(=O)NCCc3ccccc3)c(=O)c2c1	-6	-7	-4	20	3	2.2	-19	8	5
O=C(Nc1ncccn1)C1c2ccccc2Oc2ccccc21	-2	3	-7	0	11	0.3	-19	3	5
COc1ccc2c(c1)c(C(=O)N/N=C/c1cccc(O)c1)c(C)n2C	3	20	-3	-3	0	0.9	-5	14	-4
COc1ccc(-c2cc(C(=O)N3CCCCC3)c3ccccc3n2)cc1	15	-24	0	-17	6	0.9	-35	15	-4
CCn1cc(C(=O)N(C)c2ccc(OC)cc2)c2cc(OC)c(OC)cc2c1=O	-10	2	-4	20	1	4.9	-16	-11	8
C[C@H](CO)N1C[C@H](C)[C@H](CN(C)S(=O)(=O)c2ccccc2)OCc2ccccc2-c2c(n(C)c3ccccc23)C1=O	4	18	-2	-7	3	-0.1	/	-18	-9
CC(C)n1c(SCC(=O)NC2CC2)nnc1C1CC1	6	11	0	-3	2	1.8	-6	-23	-5
CCC(=O)NC(c1ccc(OC)cc1)c1c(O)ccc2ccccc12 (stereo not given)	5	11	-7	0	6	0.4	-9	-16	6
O=C(NCCc1ccccc1Cl)c1cc(COc2ccc(F)cc2F)on1	-8	15	-5	8	/	0.7	-11	/	-2
Cc1noc(NS(=O)(=O)c2ccc(NC(=O)NC(C)(C(F)(F)F)C(F)(F)F)cc2)c1C	9	-6	-4	-12	3	0.1	-3	-17	-7
O=C(NN=Cc1cccc([N+](=O)[O-])c1)c1cc(-c2cccnc2)nc2ccccc12	7	18	-3	2	4	0.8	-16	1	-21
COc1ccc(C2N=C(c3ccccc3)C(C)(C)N2O)cc1 (stereo not given)	-3	-14	-5	6	0	-0.2	-2	-14	16
Cc1nc(SCC(=O)NCC2COc3ccccc3O2)c2c(C)c(C)sc2n1 (stereo not given)	12	-1	-1	-10	-1	0.2	/	5	-12
CCCCn1nnnc1SCC(=O)Nc1ccc2c(c1)OCO2	-6	9	-5	-8	1	-0.1	-3	-12	4
CN1CCN(c2ccc(NS(=O)(=O)c3ccc(Cl)cc3)cn2)CC1	-14	-3	-16	9	7	0.3	-14	12	12

Look-ups from the entries so far:
CHO-K1 Ca ag, `COc1ccc(-c2cc(C(=O)N3CCCCC3)c3ccccc3n2)cc1` reads 0.9
TAAR1 agonist, `COc1ccc2c(c1)c(C(=O)N/N=C/c1cccc(O)c1)c(C)n2C` reads 0
M1 ag, `Cc1cccn2c(=O)c3cc(C(=O)NCc4ccccc4)c(=N)n(CCCN4CCOCC4)c3nc12` reads -3
TAAR1 agonist, `COc1ccc(C2N=C(c3ccccc3)C(C)(C)N2O)cc1` (stereo not given) reads 0
TAAR1 agonist, `CCN1CCN(c2cc(C)c3cc(NC(=S)N4CCN(c5ccccc5F)CC4)ccc3n2)CC1` reads 2
CHO-K1 Ca antag, `CN(c1ccc(C(=O)O)cc1)S(=O)(=O)c1ccccc1` reads -7
M1 PAM parental, `Fc1ccc(-n2nnc(-c3ccnc4ccccc34)n2)cc1` reads -14

Following part.
SMILES	M1 PAM	M1 PAM parental	M1 ag	M1 antag	TAAR1 agonist	CHO-K1 Ca ag	CHO parental Ca	TAAR1 antagonist	CHO-K1 Ca antag
O=C(CN1CCN(c2cccc(C(F)(F)F)c2)CC1)Nc1cccc(C(F)(F)F)c1	5	11	-3	-10	1	0.2	-8	5	-11
C=CCNCCOc1c(C)cc(C)cc1Cl	-5	14	-8	1	10	0.4	-14	-10	-5
CCN(C(=O)CSc1ncnc2sccc12)c1c(N)n(Cc2ccccc2)c(=O)[nH]c1=O	-6	-5	-6	20	0	0.2	-6	14	2
CCc1ccc(/C=C2/Sc3ccccc3N(CC(=O)NCCCN3CCOCC3)C2=O)cc1	-6	-8	-2	1	9	8.6	13	21	-8
COc1ccc(C(=O)CCc2ccccc2)cc1	-5	10	-7	9	3	3.6	-9	2	-6
CCOC(=O)C1CCCN(C(=O)c2cc(Nc3ccc(OC)cc3OC)nc3ccccc23)C1 (stereo not given)	-3	-1	9	9	18	4.5	-21	42	19
Cc1csc(NC(=O)C2CCCN2C(=O)OCC(C)C)n1 (stereo not given)	3	-3	-2	-6	0	-0.3	-19	-3	17
CN(c1ccccc1)S(=O)(=O)c1ccc(Cl)c(C(=O)Nc2ccc(N3CCOCC3)cc2)c1	1	5	-4	2	0	1.8	5	-2	-5

Screening results (PubChem BioAssay)
